# Bioassay records: PubChem BioAssay, several laboratories
# sPLA2-III inh – Blocks human group III sPLA2 activity; QFRET BODIPY PC-A2 liposome hydrolysis, fluorescence; inhibition, % at 12.2 µM; 370,000 compounds, 0.56% hits; Q9NZ20;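 active means inhibition above mean plus 3 SD of compounds lying within the high and low control bounds, cut at about 19% in these data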;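 further: 0% = median of test compound wells and 100% = no enzyme DMSO wells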
# Target sequence (Q9NZ20 whole entry, looked up): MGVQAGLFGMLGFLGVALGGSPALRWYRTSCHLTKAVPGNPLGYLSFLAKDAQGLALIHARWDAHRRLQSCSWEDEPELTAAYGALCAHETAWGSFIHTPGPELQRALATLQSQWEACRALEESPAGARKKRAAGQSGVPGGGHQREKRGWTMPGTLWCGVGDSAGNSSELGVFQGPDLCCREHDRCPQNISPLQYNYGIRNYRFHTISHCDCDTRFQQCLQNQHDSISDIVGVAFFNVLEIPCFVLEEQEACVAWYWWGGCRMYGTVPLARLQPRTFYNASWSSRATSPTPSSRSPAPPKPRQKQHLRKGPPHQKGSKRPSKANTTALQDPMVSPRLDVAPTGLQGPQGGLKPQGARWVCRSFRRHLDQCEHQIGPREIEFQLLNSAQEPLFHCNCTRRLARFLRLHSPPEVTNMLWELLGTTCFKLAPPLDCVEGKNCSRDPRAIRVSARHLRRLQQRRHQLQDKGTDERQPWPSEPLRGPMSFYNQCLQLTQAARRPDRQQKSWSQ
# DAX1 inh-1 – DAX1 (NR0B1) inhibition, primary screen. 370,000 compounds, 1.1% hits. HEK293T StAR-luciferase reporter, SF-1/DAX-1 repression relief. AID 652010. inhibition, % at 6.8 µM;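 active means inhibition above the mean over all tested compounds plus 3 SD, cut at about 3.6% in these data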;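 further: 0% = DAX-1 cells with DMSO and 100% = cells lacking DAX-1 with DMSO; higher inhibition means more luminescence from relief of DAX-1 repression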
# ssDAF-12 act – S. stercoralis DAF-12 activation, primary screen. activation, % at 6.8 µM. 370,000 compounds, 1% hits. AID 652126. HEK293 ssDAF-12/GRIP1 lit1-tk-luc reporter, luminescence; % of 3 µM dafachronic acid response;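 active means activation above the mean over all tested compounds plus 3 SD, cut at about 0.9% in these data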;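 further: 0% = DMSO-only wells and 100% = 3 µM delta7-dafachronic acid wells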
# hgDAF12 agonist – activates the H. glycines DAF-12 receptor ligand-binding domain. AID 687014. HEK293 GAL4-hgDAF12 UAS-luciferase reporter, agonist luminescence; normalized to butyrate control. 370,000 compounds, 1.8% hits. activation, % at 6.8 µM;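 active means activation above a cutoff set at the mean of all screened compounds plus 3 SD, cut at about 10% in these data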;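 further: 0% = DMSO wells and 100% = sodium butyrate wells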
# FXN GAA850 act – increases GAA850 frataxin promoter reporter activity. 360,000 compounds, 0.56% hits. HEK293 lucGAA850 FXN promoter luciferase reporter, 24 h; percent of 10 µM SAHA response. AID 540364. activation, % at 6 µM;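 active means activation above the average of all compounds screened plus 3 SD, cutoff fixed separately per campaign, cut at about 7.5% in these data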;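 further: 0% = DMSO wells and 100% = 10 µM SAHA wells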
# DAX1 inh-2 – inhibits human nuclear receptor DAX1 | P51843 | HEK293 Gal4-DAX1 luciferase reporter, luminescence | inhibition, % at 6.75 µM | 340,000 compounds, 0.99% hits | AID 504766;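 active means inhibition above the mean over all tested compounds plus 3 SD, cut at about 4.2% in these data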;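 further: 0% = DAX1-transfected cells with DMSO and 100% = empty-vector control cells with DMSO; inhibition shows as a rise in luminescence from relieved DAX1 repression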
# Target sequence (P51843 207-470 limits assumed): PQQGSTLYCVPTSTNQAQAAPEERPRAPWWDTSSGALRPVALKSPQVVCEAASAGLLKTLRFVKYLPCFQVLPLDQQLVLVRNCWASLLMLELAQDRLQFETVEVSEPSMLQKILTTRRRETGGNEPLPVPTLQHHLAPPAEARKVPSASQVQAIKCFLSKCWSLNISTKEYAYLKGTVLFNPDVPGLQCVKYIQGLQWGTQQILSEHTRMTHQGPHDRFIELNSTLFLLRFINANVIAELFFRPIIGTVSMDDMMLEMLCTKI
# hcDAF12 agonist – activators of H. contortus DAF-12 nuclear receptor. HEK293 hcDAF-12 lit1-tk-luc reporter, luminescence; 0% DMSO, 100% Δ7-dafachronic acid. activation, % at 6.8 µM. 370,000 compounds, 1.4% hits;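 active means activation above the mean of all tested compounds plus 3 SD, cut at about 5.5% in these data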;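 further: 100% = response to 3 µM Δ7-dafachronic acid high control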
# NPR1 activator – GC-A (human) enzyme activation; P16066; activation, % at 10 µM; HEK293 GC-A cells, cGMP TR-FRET, EC30 ANP; 0% at EC30 ANP, 100% saturating ANP; 370,000 compounds, 0.14% hits; in the data active means activation above about 40%
# NPR2 activator – GC-B (human) receptor activation. HEK293-GC-B cells, CNP EC30, cGMP TR-FRET; 0% at EC30 CNP, 100% saturating CNP. activation, % at 10 µM. 370,000 compounds, 0.11% hits. AID 1920062;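 active means activation at 10 µM reaching about 35% in either raw or pattern-adjusted values, limit read from the data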
# SMARCA2 activ – activators of SMARCA2 function; activation, % at 9.1 µM; AID 652017; MG213 cells, MMTV-luciferase reporter, dexamethasone, overnight; 370,000 compounds, 1% hits; in the data active means activation above about 7.8%;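 further: 0% = vehicle wells and 100% = reference activator wells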
# ADAM10 inh – ADAM10 inhibition, QFRET primary screen; O14672; recombinant ADAM10, EDANS/DABCYL FRET peptide cleavage, 3 h; inhibition, % at 7 µM; 370,000 compounds, 0.62% hits; AID 720582;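 active means inhibition above a per-campaign cutoff equal to the mean of compounds falling between control-based bounds plus 3 SD, cut at about 20% in these data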;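 further: 0% = DMSO wells while the 100% control is not disclosed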
# * hit, by the source's call; / = not tested or not shown.
SMILES,sPLA2-III inh,DAX1 inh-1,ssDAF-12 act,hgDAF12 agonist,FXN GAA850 act,DAX1 inh-2,hcDAF12 agonist,NPR1 activator,NPR2 activator,SMARCA2 activ,ADAM10 inh
O=C(O)c1cccc(S(=O)(=O)Nc2ccccc2Oc2ccccc2)c1,9.1,-0.7,-1.3,1.7,-0.6,2.2,-0.3,2.6,-1.6,-1.4,-10.0
COc1cccc(NC(=O)C2CCCN2C(=O)NCc2ccccc2OC)c1 (configuration not stated),1.7,0.0,-2.0,-0.7,/,/,-2.1,-0.3,-0.2,-4.5,-6.3
S=C(Nc1ccc(Cl)cc1)NC1CCCCC1,16.3,0.0,-1.0,3.9,0.4,0.5,1.2,5.7,-1.1,-2.3,-19.4
COc1cc(N(C(=O)Cc2cccs2)C(C(=O)NC2CCCCC2)c2cccc(OC)c2OC)ccc1-n1cnnn1 (configuration not stated),-7.7,-1.0,-0.6,-1.9,-3.0,0.1,-2.2,-2.1,-4.3,1.2,9.7
CC(C)(C)N(Cc1ccccc1)C(=O)COC(=O)Cn1cnc2ccccc2c1=O,-1.1,-0.4,-2.1,0.8,-0.7,-0.9,-0.3,1.2,-8.4,-4.5,-4.6
Cc1ccc(S(=O)(=O)N2CCN(c3ncnc4c3cnn4-c3ccccc3)CC2)cc1,-0.3,0.2,-0.5,0.0,-3.3,1.5,1.0,-1.3,-7.2,0.7,0.4
COc1ccc(CCNC(=O)c2cnn3ccccc23)c(OC)c1OC,2.0,0.2,-1.8,0.6,-0.5,-0.9,-2.4,0.9,3.6,0.4,-27.0
CCOc1ccccc1C(=O)NCC(=O)O,7.2,-0.8,-0.8,3.5,-3.0,1.7,-0.8,-1.1,-3.4,-0.6,-11.5
c1ccc(-c2cc(-c3nnc4n3N=C(c3ccc5ccccc5c3)CS4)[nH]n2)cc1,-5.8,0.1,-1.3,0.3,0.8,-0.1,0.1,6.5,8.4,-1.0,-0.8
CN(C(=O)c1ccc(NC(=O)Cc2cccc(NC(=O)C3CCCN(C(=O)C4CCC4)C3)c2)cc1)C1CC1 (configuration not stated),-6.5,-1.1,-1.1,2.2,2.1,-1.8,-0.9,5.6,4.7,-2.0,-3.4
COc1ccccc1N1CCN(CCCNC(=O)C2CCCN(c3ncnc4c3nc3n4CCCCC3)C2)CC1 (configuration not stated),-3.9,-3.3,-1.3,2.0,-3.5,-0.8,-0.7,-4.3,-2.5,2.7,-2.3
Cc1c(NC2=CC(=O)CC(C)(C)C2)c(=O)n(-c2ccccc2)n1C,4.9,-0.1,-1.1,6.3,-0.5,-0.7,-0.9,3.1,1.1,3.8,3.2
Cc1cc([N+](=O)[O-])cc2c1-c1ncccc1C2=Nc1ccccc1,-0.2,-0.4,-1.2,1.5,-0.3,2.1,3.1,6.2,1.9,-0.6,-3.9
O=C(Nc1ccn(CCCNCc2ccccn2)c(=O)n1)OCc1ccccc1,21.5*,0.6,-0.1,0.3,0.8,1.9,-1.1,0.3,-1.5,-5.3,-16.1
O=C(O)Cn1cc(C(=O)c2ccco2)c2ccccc21,-0.6,0.2,-0.2,1.4,1.4,0.5,-0.7,-1.5,6.6,-2.1,-9.7
Cc1ccc(NC(=O)CSc2nc(=O)n(CCN(C)C)c3c2CCCC3)c(C)c1,1.8,2.1,-0.1,-0.9,-2.0,2.0,-0.7,3.7,0.8,-1.2,-8.7
COc1cc(/C=N/NC(=O)c2cccc([N+](=O)[O-])c2)ccc1O,0.7,0.0,-0.9,2.6,-0.5,0.9,-0.1,-1.8,-5.3,-0.5,6.8
O=C1CNC(=O)/C(=C/c2cccs2)N1,-2.1,0.1,-0.6,2.6,0.3,-1.7,0.4,-0.7,-4.5,0.8,6.7
O=c1c2cc([N+](=O)[O-])ccc2nc(CN2CCN(c3ccccn3)CC2)n1-c1ccccc1F,-1.9,-1.0,-0.9,-2.5,2.3,-4.1,-0.6,-6.7,-4.8,7.5,4.0
NS(=O)(=O)c1ccc(CCNC(=O)c2coc3ccccc3c2=O)cc1,5.8,0.4,-0.9,-1.3,0.0,2.8,0.4,-6.9,6.1,-3.3,-12.2
OC1(CNCc2cn[nH]c2-c2cc3ccccc3o2)CCCCC1,-7.1,0.2,-1.3,0.7,1.2,-0.5,1.3,-16.7,-7.3,-3.2,4.2
O=C(COC(=O)C1CCC1)Nc1ccccc1Sc1ccccc1,1.1,0.9,-0.7,-0.9,-1.1,-0.2,0.4,-1.4,1.9,-3.6,-3.8
CCn1c(CNc2ccccc2Cl)nnc1SCCN1CCCCC1,-4.3,0.0,-0.8,-0.5,-1.7,0.5,2.4,-3.3,-7.6,1.3,-2.6
COc1ccc(CCNC(=O)CCNC(=O)c2ccc([N+](=O)[O-])cc2)cc1,-1.1,-0.7,-0.7,-0.6,-1.7,-0.4,-2.4,6.0,3.1,0.6,-4.6
Cc1ccc(NC(=S)N2CCN(Cc3ccccc3)CC2)cc1,0.5,-0.5,-0.4,0.2,1.4,3.0,-0.2,1.6,6.7,1.5,1.6
CCOC(=O)N1CCN(C(=O)CSc2ccc(-c3ccc(OC)c(OC)c3)nn2)CC1,12.3,-0.3,-1.0,-4.9,3.1,-0.4,-2.1,-2.0,4.5,-2.1,4.7
O=C(CN(C(=O)CCC(=O)Nc1nccs1)c1cccc(C(F)(F)F)c1)NCC1CCCO1 (configuration not stated),-5.6,-0.7,-1.0,-0.6,-1.8,-1.2,0.4,0.2,0.8,2.4,3.5
O=C(CSCc1ccc(Cl)cc1)N1CCOCC1,14.9,0.5,-0.4,2.1,0.7,3.5,0.8,2.2,6.0,-1.0,-10.0
CC(C)(C)c1ccc(C(=O)NCC(=O)N/N=C/c2cccs2)cc1,-3.7,-0.4,-1.0,-2.6,1.3,0.0,4.8,-2.8,2.9,-3.1,4.3
COc1ccc2nc(/N=C/c3c(C)[nH]n(-c4ccc(C)cc4)c3=O)sc2c1,-1.6,1.7,0.1,5.4,3.5,0.0,5.6*,-3.8,1.6,-2.7,-4.0
O=C(Nc1ccc2c(c1)OCO2)N1CCN(Cc2ccco2)CC1,-1.0,3.0,0.7,20.3*,7.0,0.0,3.9,1.4,-0.3,10.7*,-0.4
Clc1cccc(Cc2c(-c3ccco3)nc3ccc(Cl)cn23)c1,-1.8,2.2,-1.6,-1.8,/,/,-0.3,12.9,19.6,6.9,-24.2
COc1ccccc1C1C(C(N)=O)=C(C)Nc2ncnn21 (configuration not stated),9.7,0.2,-1.4,1.3,0.6,6.7*,0.2,-6.1,8.9,-3.1,-19.0
Cc1cccc2cc(C(c3nnnn3Cc3ccc4c(c3)OCO4)N3CCCC3)c(=O)[nH]c12 (configuration not stated),-9.7,-0.7,-1.0,-1.7,2.1,0.3,1.2,-2.5,1.3,0.9,-7.3
Oc1ccc(N=Nc2ccccc2)cc1,-4.5,0.6,0.0,9.8,1.0,2.0,3.8,3.5,0.8,3.2,5.5
COc1ccc(N/C=C(\C#N)S(=O)(=O)c2ccc(Cl)cc2)c(OC)c1,-25.7,-0.3,-1.2,-2.4,5.0,-0.5,-1.6,-2.1,4.9,-2.7,0.3
OC[C@@H]1CN(Cc2cccs2)C[C@H](n2cnc3c(NCc4ccncc4)ncnc32)O1,0.4,0.8,-0.6,0.2,0.3,/,-1.8,-3.0,9.1,1.9,-1.8
O=C(Nc1cccc2ccccc12)N(CCO)C1CCS(=O)(=O)C1 (configuration not stated),4.1,-0.3,-1.1,1.9,1.3,0.0,0.5,1.6,6.3,-0.8,-305.2
COc1ccccc1[C@@H]1C(c2cccc(C)c2)=NN(c2ccc(Br)cc2)[C@H]1C(=O)N1CCOC1=O,6.7,-0.3,-0.9,1.1,1.5,0.4,-0.7,-5.5,2.8,-3.7,-278.2
Cc1onc(-c2ccccc2)c1C(=O)N1CCN(c2ncccc2C(F)(F)F)CC1,-6.7,-1.5,-1.6,-1.9,-1.1,0.5,-1.2,-7.2,-2.8,-0.9,-5.0
CCCn1nc(C(=O)N2CCCc3ccccc32)c2ccccc2c1=O,4.4,0.2,-1.6,-3.5,0.6,-1.0,-0.2,-5.0,-1.5,-3.6,-10.8
COc1c(C)cc(C(O)c2ncc(-c3ccccc3)[nH]2)cc1C (configuration not stated),-4.7,0.0,-1.3,-3.6,1.5,/,-1.4,-2.4,2.0,-0.1,4.0

# Molecules shown so far that have an NH in an aromatic ring (5):
SMILES,sPLA2-III inh,DAX1 inh-1,ssDAF-12 act,hgDAF12 agonist,FXN GAA850 act,DAX1 inh-2,hcDAF12 agonist,NPR1 activator,NPR2 activator,SMARCA2 activ,ADAM10 inh
c1ccc(-c2cc(-c3nnc4n3N=C(c3ccc5ccccc5c3)CS4)[nH]n2)cc1,-5.8,0.1,-1.3,0.3,0.8,-0.1,0.1,6.5,8.4,-1.0,-0.8
OC1(CNCc2cn[nH]c2-c2cc3ccccc3o2)CCCCC1,-7.1,0.2,-1.3,0.7,1.2,-0.5,1.3,-16.7,-7.3,-3.2,4.2
COc1ccc2nc(/N=C/c3c(C)[nH]n(-c4ccc(C)cc4)c3=O)sc2c1,-1.6,1.7,0.1,5.4,3.5,0.0,5.6*,-3.8,1.6,-2.7,-4.0
Cc1cccc2cc(C(c3nnnn3Cc3ccc4c(c3)OCO4)N3CCCC3)c(=O)[nH]c12 (configuration not stated),-9.7,-0.7,-1.0,-1.7,2.1,0.3,1.2,-2.5,1.3,0.9,-7.3
COc1c(C)cc(C(O)c2ncc(-c3ccccc3)[nH]2)cc1C (configuration not stated),-4.7,0.0,-1.3,-3.6,1.5,/,-1.4,-2.4,2.0,-0.1,4.0
